Yeast growth inh = growth inhibitors of yeast BB579 in restrictive medium, primary screen, yeast lifespan-shortening project, S. cerevisiae; inhibition, % at 10 µM; AID 804, 2007; 140,000 compounds, 0.51% hits; OD615, 48 h;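 active = inhibition above a set limit, 3 SD over the mean compound inhibition, cut at about 44% in these data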; note: inactives centre near -24
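controls = amphotericin B 10 µg/mL, positive | assay system = DeaD yeast strain BB579 | schedule = 48 h compound exposure at 30 °C after 4 h preincubation | detection = OD615 turbidity measurement | medium = restrictive CSMM-D medium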
bCat KO growth = primary screen for growth suppressors in beta-catenin knockout HCT116 cells (colon tumor, human) | 140,000 compounds, 1.5% hits | HCT116 beta-catenin knockout viability, CellTiter-Glo, 60 h; hits give low values | viability, % at 10 µM | AID 818, 2007;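 active = viability at or under a set limit, the compound median less 4 SD, cut at about 6% in these data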;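 note: 0% = Hyamine 1622 control at 20 µM and 100% = untreated cell control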
E-sel TNF inh = E-selectin induction blockers in HUVEC – imaging, immunofluorescence, high content, primary screen; HUVEC TNFa-induced E-selectin immunofluorescence; inhibition, % at 2 µM; 120,000 compounds, 0.71% hits;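 active = inhibition above the batch mean plus 3 SD, and confirmed as a hit on visual image review, cut at about 43% in these data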;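 note: 0% = TNF-stimulated DMSO wells and 100% = unstimulated control wells; not every result past the cut was called active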
Measles CPE = compounds protecting cells from measles virus cytopathic effect, primary screen, measles RdRp inhibitor project, single point, MLSMR library, absorbance | Measles virus-infected cells, CPE protection | protection (pct of control), % at 4 µM | 140,000 compounds, 1.5% hits; in the data active = protection mostly above about 24%, no sharp cut-off; inactive = mostly below about 26%; note: some compounds called inactive have numbers as strong as hits
Yeast lifespan up = compounds extending yeast replicative lifespan, primary screen, S. cerevisiae, OD615 | S. cerevisiae growth with nicotinamide; deaD strain in restrictive glucose medium | inhibition of the nicotinamide effect, % at 10 µM | 130,000 compounds, 0.68% hits | AID 775, 2007;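 active = inhibition above a set limit, placed 3 SD over the median of all compounds, cut at about 26% in these data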;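 note: 0% = nicotinamide-treated wells and 100% = cells grown without nicotinamide; some compounds called inactive have numbers as strong as hits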
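Test system – modified budding yeast, DeaD strain · Compound – single dose 10 µM compound, 0.25% DMSO · Times – culture preincubation 4 h, compound exposure 48 h, both 30 °C · Detection – optical density (absorbance) at 615 nm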
NPY-Y2 antag = NPY-Y2 receptor antagonists, primary screen, cell-based; 140,000 compounds, 0.99% hits; NPY-Y2 expressing cells, antagonist mode; inhibition, % at 2.7 µM; Neuropeptide Y receptor type 2 (Homo sapiens), P49146; in the data active = inhibition above about 17%;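 note: 0% = vehicle with agonist challenge and 100% = reference antagonist with challenge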
Target sequence (P49146 whole entry, looked up): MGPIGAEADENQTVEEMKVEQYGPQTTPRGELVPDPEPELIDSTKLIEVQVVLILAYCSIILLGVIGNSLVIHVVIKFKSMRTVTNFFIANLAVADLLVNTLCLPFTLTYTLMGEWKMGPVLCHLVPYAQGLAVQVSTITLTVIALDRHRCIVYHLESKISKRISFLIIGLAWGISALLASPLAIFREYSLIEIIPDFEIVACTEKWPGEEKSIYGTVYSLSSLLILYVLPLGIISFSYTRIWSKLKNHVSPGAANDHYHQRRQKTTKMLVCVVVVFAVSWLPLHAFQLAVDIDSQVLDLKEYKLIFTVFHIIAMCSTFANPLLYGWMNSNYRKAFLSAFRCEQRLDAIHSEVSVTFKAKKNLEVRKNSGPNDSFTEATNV
MRP-1 activ = H69AR viability gain despite doxorubicin, primary screen, MRP-1 activator project, H69AR cells, CellTiter-Glo | viability rescue | 140,000 compounds, 0.61% hits | viability increase, % at 10 µM | AID 799, 2007;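 active = viability gain under doxorubicin at or above a set limit, the compound median plus 3 SD, cut at about 4.7% in these data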;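 note: MRP-1 overexpressing cells given doxorubicin 25 µM after compound pretreatment; 18-22 h compound pretreatment then 72 h with doxorubicin before readout; 0% = doxorubicin-only wells and 100% = vehicle-treated cells without doxorubicin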
Phagocytosis inh = inhibitors of macrophage phagocytosis, primary screen, imaging, J774A.1 cells, IgG beads; J774A.1 macrophage IgG-bead phagocytosis; inhibition, % at 5 µM; 110,000 compounds, 0.07% hits;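 active = inhibition above the mean of the plate negative controls plus 5 SD, cut at about 13% in these data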;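 note: phagocytic index as fraction of beads internalized from green versus red external bead signal; plate controls were DMSO negative control for no effect and cytochalasin-D positive control for full effect; some results beyond the cut were filed as inactive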
GALR2 blocker = GALR2 antagonists in receptor-expressing cells, primary screen; Galanin receptor type 2 (Homo sapiens), O43603; antagonist mode; inhibition, % at 4 µM; 140,000 compounds, 0.39% hits; AID 828, 2007; in the data active = inhibition above about 27%;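 note: cells stimulated with galanin 1-16 at roughly its EC80; 0% = agonist challenge control and 100% = basal control without agonist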
Target sequence (O43603 whole entry, looked up): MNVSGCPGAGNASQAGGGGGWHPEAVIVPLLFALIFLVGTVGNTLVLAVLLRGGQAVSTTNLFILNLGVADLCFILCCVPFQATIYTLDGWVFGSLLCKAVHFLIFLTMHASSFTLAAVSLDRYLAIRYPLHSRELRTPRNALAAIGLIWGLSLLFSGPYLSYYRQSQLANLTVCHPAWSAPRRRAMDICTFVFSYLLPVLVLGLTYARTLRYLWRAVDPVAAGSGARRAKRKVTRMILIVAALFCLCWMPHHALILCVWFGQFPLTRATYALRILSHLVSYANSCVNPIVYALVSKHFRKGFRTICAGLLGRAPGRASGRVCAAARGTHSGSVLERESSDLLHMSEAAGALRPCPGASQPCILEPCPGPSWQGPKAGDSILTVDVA
PTEN del growth = growth suppression of PTEN-null HCT116, primary screen, cell-based, CellTiter-Glo | HCT116 PTEN-null viability, 60 h; hits give low values | viability, % at 10 µM | 140,000 compounds, 1.2% hits;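 active = viability at or below a set limit, 4 SD under the median of all tested compounds, cut at about 3.7% in these data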;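 note: PTEN knockout HCT116 line with beta catenin targeted HCT116 as companion control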
Active calls of the source: *; nt = no result given; & = joins results of further samples.

| Molecule | bCat KO growth | NPY-Y2 antag | Measles CPE | Yeast growth inh | Yeast lifespan up | Phagocytosis inh | MRP-1 activ | PTEN del growth | E-sel TNF inh | GALR2 blocker |
| --- | --- | --- | --- | --- | --- | --- | --- | --- | --- | --- |
| O=C(Nc1cc(C(F)(F)F)ccc1N1CCOCC1)c1ccc(F)cc1 | 84 | 2 | 13 | 2 | -21 | 2 | -4.4 | 89 | 18 | -19 |
| c1cncc(C(c2nnnn2C2CCCC2)N2CCCC2)c1 (stereo unspecified) | 94 | 2 | 1 | -6 | -7 | -2 | 0.6 | 92 | -11 | -1 |
| COc1ccc(NC2=CC(=O)N(C)C2=O)cc1 | 104 | 1 | 23 | 6 | -1 | 0 | -0.9 | 103 | -7 | 6 |
| Cc1ccc(NC(=O)CCN2CCN(C/C=C/c3ccccc3)CC2)cc1C | 51 | 5 | 12 | -32 | -2 | 0 | -1.6 | 60 | nt | -13 |
| COc1ccccc1C/C(N)=N/OC(=O)COc1cccc(C)c1 | 90 | 3 | 28 | -16 | -6 | 4 | -2.7 | 93 | nt | 10 |
| COc1cccc(NC(=O)COc2ncnc3sc(C)c(C)c23)c1 | 97 | 4 | 5 | -83 | 4 | nt | -0.4 | 103 | 21 | 5 |
| O=C(Nc1cc(C(F)(F)F)ccc1-n1cncn1)c1ccc(Br)cc1 | 95 | 3 | 20 | -9 | -12 | nt | -0.7 | 92 | nt | 11 |
| C/C(=N\NC(=O)C(=O)Nc1ccc(C)cc1)c1ccncc1 | 111 | 2 | 2 | -4 | 0 | -11 | 0.1 | 103 | nt | 0 |
| COc1ccc(N2C(=O)CC(N3CCN(c4ccc(C(=O)c5cccnc5)cc4)CC3)C2=O)cc1 (stereo unspecified) | 100 | -1 | 8 | -59 | -16 | nt | -2.7 | 105 | -18 | -9 |
| CC(C)NC(=S)NN(c1ccccc1)c1ccccc1 | 90 | -2 | 8 | -24 | -5 | -1 | -0.6 | 94 | 2 | -12 |
| CCN(CC(=O)Nc1ccc2c(c1)OC(F)(F)O2)Cc1nc2ccccc2c(=O)[nH]1 | 82 | -1 | 14 | -8 | -6 | -2 | 0.5 | 85 | 28 | -7 |
| Cc1ccc(C(O)(C(=O)NNc2ccc3ccccc3n2)c2ccc(C)cc2)cc1 | 10&51 | 2&-2 | 11&36 | -18&-11 | 2&2 | -13&1 | 3.4&1.5 | 13&49 | nt | -6&2 |
| CCOc1ccc(C2CC(c3ccc(CC)cc3)n3nc(N)nc3N2)cc1 (stereo unspecified) | 98 | 8 | 11 | 6 | -9 | 2 | 0.1 | 90 | -29 | -1 |
| Cc1ccc(NC2=NC(=S)N(CC#N)C23CCCCC3)cc1 | 104 | 5 | 7 | -41 | nt | nt | 1.9 | 94 | 14 | -10 |
| O=C(NN1C(=O)C2C3C=CC(C4CC34)C2C1=O)c1ccccc1Cl (stereo unspecified) | 93 | 0 | 16 | -11 | 2 | -12 | -0.7 | 95 | nt | 3 |
| CCOC(=O)Cn1c(=O)c2c(nc(Br)n2CC(=O)OCC)n(C)c1=O | 85 | -1 | 27 | 3 | 1 | nt | -2.6 | 97 | 7 | 15 |
| O=C(NC1CCCCC1)c1cc([N+](=O)[O-])[nH]n1 | 90 | 1 | 36 | -26 | -1 | -8 | -1.7 | 81 | nt | -13 |
| COc1ccc(C)cc1S(=O)(=O)NCCC1=CCCCC1 | 92 | 5 | 12 | -32 | 0 | -2 | -0.9 | 84 | 19 | 1 |
| CCOC(=O)N1CCN(S(=O)(=O)c2ccc3c(c2)OCC(=O)N3)CC1 | 103 | -4 | nt | -9 | -18 | -2 | 0.4 | 97 | 10 | 5 |
| CCOC(=O)C1=C(N)N(c2ccccc2)C(=O)C1 | 97 | 1 | 1 | 10 | -3 | -1 | -1.2 | 100 | 20 | -3 |
| O=C(NNc1c2ccccc2nc2ccccc12)c1ccc(O)cc1 | 65 | 2 | 3 | 5 | 2 | -3 | -0.7 | 69 | nt | 3 |
| O=C(CSc1ccccc1C(=O)O)NCc1ccc(Cl)cc1 | 95 | 1 | 40* | -33 | 9 | -1 | -1.6 | 93 | -10 | 5 |
| CCN1C=C(C(=O)OC)C(c2cccc(C)c2)C(C(=O)OC)=C1 | 112 | 0 | 30 | -57 | -16 | 0 | -3.3 | 90 | nt | 6 |
| COc1cc(/C=N/NC(=O)C(=O)NCc2cccnc2)ccc1O | 96 | 10 | 4 | -25 | -3 | nt | 3.6 | 102 | -19 | 12 |
| CC1CC(C)CN(CC(O)COc2ccc3c(c2)CCC3)C1 (stereo unspecified) | 84 | 5 | 17 | -24 | 5 | -6 | -3.6 | 81 | nt | -8 |
| CC(C(=O)Nc1ccc(N2CCOCC2)cc1)N1C(=O)c2ccccc2C1=O (stereo unspecified) | 100 | 4 | 6 | -74 | -13 | nt | -0.5 | 106 | -28 | 11 |
| CCOc1ccc(N(CC(=O)NC(C)(C)C)C(=O)c2ccco2)cc1 | 102 | 2 | 2 | -18 | -9 | -1 | 0.1 | 102 | 2 | -3 |
| O=C(Cc1ccc(F)cc1)OCC(=O)c1cc2ccccc2o1 | 88 | 10 | 22 | -45 | -15 | 0 | -0.2 | 94 | -41 | -5 |
| CCCCn1cnc2cc(NCc3cccc(OC)c3O)ccc21 | 96 | 1 | 7 | -48 | -11 | -1 | -2.1 | 106 | -12 | -10 |
| O=C(NCCc1ccc(Cl)cc1)C1CCCN(S(=O)(=O)c2cnc[nH]2)C1 (stereo unspecified) | 100 | -3 | 7 | -11 | -8 | 1 | 0.1 | 97 | 5 | -16 |
| N=C1C=CC=C2C1=NC1(CCCCC1)N2O | 91 | -3 | 12 | 7 | -17 | 0 | -1.6 | 88 | nt | 3 |
| CN1CCN(c2oc(COc3ccc(-c4ccccc4)cc3)nc2C#N)CC1 | 74 | 3 | 5 | -4 | -12 | 0 | -3.6 | 60 | 12 | 8 |
| Cc1ccc2c(c1)c1ncnc(N3CCc4ccccc4C3)c1n2C | 24 | 15 | 3 | -7 | -15 | 1 | -2.9 | 41 | -16 | 2 |
| COC(=O)c1ccc(Cc2ccc(C(=O)OC)o2)o1 | 103 | 1 | 5 | -2 | -12 | -2 | 0.2 | 120 | nt | -5 |
| CCn1c(=O)cc(OCC(=O)N(C)c2ccccc2F)c2ccccc21 | 91 | 3 | 11 | 21 | -8 | 1 | -4.0 | 96 | nt | 25 |
| O=C(CN1C(=O)C2C3C=CC(C3)C2C1=O)Nc1nc2ccccc2[nH]1 (stereo unspecified) | 111 | 3 | 18 | -51 | -3 | -1 | -0.6 | 101 | 10 | 0 |
| O=C(CCCc1c[nH]c2ccccc12)Nc1ccc2ccccc2c1 | 79 | 5 | 22 | -15 | 0 | 1 | -2.6 | 79 | -4 | 2 |
| CCCn1c(N)c(C(=O)CSc2nnc(-c3cccnc3)n2-c2ccc(C)cc2C)c(=O)[nH]c1=O | 97 | 2 | nt | -37 | -1 | -13 | 0.3 | 95 | nt | -5 |
| CC1=Nn2c(nc(-c3ccccc3)c2-c2ccccc2)N(CC(N)=O)C(=O)C1 | 83 | 0 | 2 | -9 | -12 | 0 | -1.6 | 92&95 | -3 | 7 |
| CCOC(=O)c1sc(N)c(C#N)c1CSc1nc2ccc(C)cc2[nH]1 | 74 | 3 | 6 | -31 | -13 | 1 | -3.9 | 70 | -5 | -15 |
| CCCC(=O)NC(NC(=S)Nc1ccc(N=Nc2ccccc2)cc1)C(Cl)(Cl)Cl (stereo unspecified) | 15 | -3 | 2 | -37 | 5 | nt | -4.8 | 12 | nt | 2 |
| CCOc1ccc(/C=C/C(=O)NCc2ccccc2)cc1 | 94 | 7 | 3 | -22 | -5 | -7 | 3.0 | 99 | nt | 2 |
| O=C(Nc1cccc(C(F)(F)F)c1)C1CCN(S(=O)(=O)c2cnc[nH]2)CC1 | 95 | 3 | 14 | -20 | -4 | 1 | -1.8 | 88 | -45 | -4 |
| COc1cc(C2c3c(oc4ccccc4c3=O)C(=O)N2Cc2ccco2)ccc1O (stereo unspecified) | 91 | 4 | 3 | -28 | -7 | nt | -3.7 | 86 | -49 | -4 |
| O=C(CN1CCc2ccccc2C1)Nc1ccc(Br)cc1 | 87 | 8 | 9 | -27 | -5 | -1 | 1.6 | 95 | 11 | -9 |
| COc1ccc(C)cc1NC(=O)C(OC(=O)c1ccc([N+](=O)[O-])o1)c1ccccc1 (stereo unspecified) | 104 | 0 | 4 | -29 | 0 | -4 | -1.5 | 97 | nt | 5 |
| c1nnc2c3c4c(sc3ncn12)CCC4 | 95 | 4 | 7 | -8 | -13 | 0 | -2.8 | 94 | 11 | 23 |
| COc1ccc(-c2nn(C)c(=O)c3ccccc23)cc1NC(=O)COc1ccccc1 | 64 | 3 | 5 | -46 | -25 | nt | -1.4 | 52 | -35 | 2 |
| CCOc1cccc(N(C(=O)C2COc3ccccc3O2)C(C(=O)NC2CCCCC2)c2ccc(O)cc2)c1 (stereo unspecified) | 69 | -2 | 16 | -5 | 5 | -12 | -1.8 | 68 | 25 | 6 |
| Cc1c(CC=C(Cl)Cl)c(=O)[nH]c2c(C)cccc12 | 84 | 6 | nt | -24 | -1 | -13 | -0.5 | 85 | nt | 5 |
| CCCCN(Cc1ccccc1)S(=O)(=O)c1cc(Br)cc2c1N(C(C)=O)C(C)C2 (stereo unspecified) | 41 | 5 | 15 | -86 | 4 | 0 | -0.6 | 47 | 12 | -3 |
| CCSc1nc2c(c(=O)[nH]1)C(c1ccncc1)C(C(=O)OC)=C(C)N2 (stereo unspecified) | 95 | 1 | 27 | -23 | 10 | -2 | -0.2 | 99 | 1 | -5 |
| COC(=O)Cn1c(SCc2ccccc2)nc2ccccc21 | 89 | 2 | 3 | -16 | -12 | -1 | -0.6 | 86 | -3 | -2 |
| CCc1nnc(NC(=O)c2ccc(N3C(=O)CCC3=O)cc2)s1 | 99 | 1 | 6 | -16 | -5 | -1 | -0.4 | 118 | -5 | 17 |
| CCCOc1ccc(C(=O)Nc2cc(-c3nn4c(C)nnc4s3)ccc2C)cc1 | 88 | 7 | 10 | -8 | -5 | 2 | -0.3 | 90 | 1 | 10 |
| COc1ccccc1C(=O)Nc1cccc(NC(C)=O)c1 | 113 | 2 | 13 | 10 | -13 | 0 | 1.2 | 105 | 21 | 3 |
| COc1ccc(NC(=O)c2cccnc2N2CCCCC2)cc1 | 99 | 0 | 5 | -37 | -9 | nt | -2.5 | 97 | -5 | -12 |
